# 14-3-3g Raf: modulators of 14-3-3 gamma protein binding, primary screen, biochemical, fluorescence polarization; 160,000 compounds, 0.19% hits; FP, 14-3-3gamma / TMR-pS259-Raf peptide binding; inhibition, % at 40 µM; 14-3-3 protein gamma (Homo sapiens), P61981; in the data active = inhibition above about 30%;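 note: 0% = protein plus tracer without compound and 100% = blank with tracer alone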
# Target sequence (P61981 whole entry, looked up): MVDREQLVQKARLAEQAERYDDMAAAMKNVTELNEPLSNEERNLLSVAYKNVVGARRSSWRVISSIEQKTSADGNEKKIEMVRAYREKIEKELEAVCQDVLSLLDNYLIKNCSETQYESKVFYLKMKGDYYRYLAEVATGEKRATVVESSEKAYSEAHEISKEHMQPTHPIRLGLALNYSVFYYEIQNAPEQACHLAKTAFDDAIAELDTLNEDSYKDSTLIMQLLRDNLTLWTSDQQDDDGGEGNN
# * hit, by the source's call; & = joins results of further samples. Only part of the results is shown; rates above refer to the full screens.
SMILES,14-3-3g Raf
O=C(C1CCN(C2CC(=O)N(c3cccc(Cl)c3)C2=O)CC1)N1CCCC1 (centres undefined),-7.5
COc1ccc([N+](=O)[O-])cc1CSc1nc2ccc(N3C(=O)C4C5C=CC(C5)C4C3=O)cc2s1 (centres undefined),-21.6
O=C(CNC(=O)Cn1ccc2ccccc2c1=O)NCc1ccco1,-7.3
COCCN1Cc2cccc(C(=O)NCc3ccccc3OC)c2C1=O,1.2
Cc1ccnc(N2CCC(C(=O)NC3CCCCCC3)CC2)n1,-4.4
CCOC(=O)C1CCCN(C(=O)c2cc(-c3ccccc3)nc3ccccc23)C1 (centres undefined),0.0
N=c1c(C(=O)NCc2ccco2)cc2c(=O)n3ccccc3nc2n1Cc1ccccc1,-11.0
O=C(Cn1ccc2ccccc2c1=O)NCCCN1CCCCCC1,7.3
CCCC1CC(CSC(=N)N)OC1=O (centres undefined),3.2
Cc1cccn2cc(-c3ccc(Cl)cc3)cc12,-7.8
O=C(NC12CC3CC(CC(C3)C1)C2)c1ccc(=O)oc1,-1.7
Cc1cccc(NC(=O)COc2ccc(Br)cc2C)n1,2.6
Cc1ccc(NC(=O)C(=O)NCCc2ccccc2F)cc1,2.5
Cc1ccc(NC(=O)CSc2nc3ccccc3c(=O)n2CCN2CCOCC2)cc1,-2.5
Cc1cccn2c(=O)c3cc(C(=O)N(C)C)n(C)c3nc12,3.5
Cc1cc2c(N(C)Cc3ccccc3)ncnc2s1,-3.4
CCN1CCN(c2cc(C)c3cc(NC(=O)Cc4ccc(Cl)cc4)ccc3n2)CC1,-12.0
COCCCNC(=O)c1cc(Sc2ccc(C)cc2)nc2ccccc12,-10.4
O=C(C1CC1)N1CCc2cc(Br)cc(S(=O)(=O)NCCCN3CCN(c4ccccc4F)CC3)c21,-28.9
O=C(O)c1cc(-c2cc(C(=O)O)c3ccccc3n2)nc2ccccc12,2.0
O=C(C1CC1)N1CCc2cc(Br)cc(S(=O)(=O)NCCCN3CCCCC3)c21,-2.6
CC(C)(C)NC(=O)c1cnn2c1NC(c1ccc(F)cc1)CC2C(F)(F)F (centres undefined),1.5
Cn1c(CCCNC(=O)c2cccs2)nc2ccccc21,-5.7
C=C(C)CSc1nnc([C@@H]2CCCN2C(=O)OC(C)(C)C)o1,1.1
COc1ccc(NC(=O)CC2C(=O)N(C)C(=S)N2CCNC(C)=O)cc1 (centres undefined),-4.5
SMILES,14-3-3g Raf
Nc1c(C(=O)c2cccs2)oc2ccccc12,-11.1
Cc1sc2ncn(CC(=O)Nc3ccc(C(F)(F)F)cc3)c(=O)c2c1S(=O)(=O)N1CCC(C)CC1,-13.3
COc1cc(C2NC(=S)NC3=C2CCc2ccccc23)cc(OC)c1OC (centres undefined),-11.1
CCC(=O)N1c2ccccc2-c2nnc(SC)nc2OC1c1ccc(OC)c(OC)c1OC (centres undefined),-4.5
COc1ccc(OCC(=O)N2CCN(C(=O)c3cccc(OC)c3OC)CC2)cc1,-1.6
O=C(Nc1ccc(S(=O)(=O)Nc2cnc3ccccc3n2)cc1)c1ccc(Br)o1,-11.7
CC(C)(C)c1csc(NC(=O)c2ccc(Cl)s2)n1,-6.1
Cc1ccc(-c2cc(C(F)(F)F)n3nc(C(=O)Nc4nccs4)cc3n2)cc1,-13.3
CCOC(=O)c1c(-c2ccccc2)csc1NC(=O)c1ccccc1I,-6.7
O=C(Nc1nnc(C2CCCCC2)s1)C1CCCCC1,-8.9
CCN1CCN(CCCNC(=O)c2ccc3c(c2)N(Cc2ccc(Cl)cc2)C(=O)c2ccccc2S3)CC1,-7.8
Cc1ccccc1C1CC(c2cccs2)Nc2nnnn21 (centres undefined),13.2
CCc1ccc(-n2c(=O)c3c4c(sc3n(CC(=O)N3CCN(c5ccccc5)CC3)c2=O)CCC4)cc1,-14.8
O=C(O)c1ccccc1-c1ccccc1C(=O)Nc1nccs1,-1.1
CC(=O)N1CCc2cc(Br)cc(S(=O)(=O)CCC(=O)NCCC3=CCCCC3)c21,-7.7
O=C(CCC(=O)NC1CCCCC1)Nc1nc(-c2cc3ccccc3oc2=O)cs1,-9.6
Cc1ccc2oc(-c3ccc(Cl)c(NC(=O)c4ccccc4F)c3)nc2c1,-45.0
O=C(c1cccc(S(=O)(=O)Nc2ccc(Br)cc2)c1)N1CCCc2ccccc21,0.3
CC1CN(C2CCN(S(=O)(=O)Cc3ccccc3)CC2)CC(C)O1 (centres undefined),10.0
Cc1cc(Cl)ccc1OC(C)C(=O)Nc1ccccc1N1CCOCC1 (centres undefined),-23.8
CCOC(=O)c1c(NC(=O)c2noc3c2CC(C(C)(C)C)CC3)sc2c1CCCC2 (centres undefined),-6.3
CCN1CCN(C(=O)CS(=O)Cc2nc(-c3ccc(OC)cc3)oc2C)CC1 (centres undefined),-4.3
CC(C)CC1N=C2c3ccccc3N=C(SCc3cc(=O)n4ccccc4n3)N2C1=O (centres undefined),-5.3
CCc1c(C)nc(N)nc1OCC(F)(F)C(F)F,-2.6
COC(=O)c1ccc(C2Oc3ccc(Cl)cc3C3=C2C(c2ccc(C)cc2)n2ncnc2N3)cc1 (centres undefined),-4.9
SMILES,14-3-3g Raf
O=C(NCc1cccs1)Nc1cccs1,2.4
CCOC(=O)c1ccc(N2C(=O)CC(N3CCN(C/C=C/c4ccccc4)CC3)C2=O)cc1 (centres undefined),-4.9
COC(=O)c1cnc(N2CCN(c3ccccn3)CC2)c2ccccc12,-6.3
CN(C)S(=O)(=O)n1cnc2ccccc21,-6.1
COc1ccc(S(=O)(=O)n2c(SCc3cccc([N+](=O)[O-])c3)nc3ccccc32)cc1,-9.6
CCOC(=O)N1CCN(C(=O)C2CCN(S(=O)(=O)N3CCCC3)CC2)CC1,6.5
CCC(Sc1nc2c(cc1C#N)CCCCC2)C(=O)Nc1cc(C)on1 (centres undefined),1.9
CCC(C)(C(=O)NC1CCCC1)N(Cc1ccco1)C(=O)c1cnccn1 (centres undefined),-35.6
Cc1cccc(NC(=O)Nc2ccc(C)c(C)c2)n1,1.2
Cc1ccc2cc3cc(C(=O)Nc4cccc(Cl)c4)oc3nc2c1,5.2
CCOC(=O)c1cnc2ccc(OCC)cc2c1Nc1cccc(C)c1C,-2.6
COc1ccc(Oc2ncnc3c2ncn3Cc2ccccc2)cc1,4.6
O=S(=O)(c1ccc(Cl)cc1)c1nc(-c2ccccc2F)oc1N1CCCCC1,-1.8
O=C(Nc1ncc([N+](=O)[O-])s1)c1cccnc1,-92.5
O=C(Nc1ccc2c(c1)nc1n2CCN(Cc2ccccc2)C1)c1cccs1,-103.4
CCOC(=O)c1cnc2ccc(OCC)cc2c1NCc1ccccc1OC,-3.6
COc1cc(C=Cc2c([N+](=O)[O-])c(=O)n(C)c(=O)n2C)ccc1OCc1ccccc1,0.0
Cc1nn(CC(=O)N2CCCC2)c(C)c1[N+](=O)[O-],10.1
Cc1ccc(C2CC(O)C(C)C(c3ccc(C)cc3)N2)cc1 (centres undefined),-2.9
Cc1c(Cl)cccc1Nc1nc(-c2ccccn2)cs1,-0.1
CCOc1cccc(/C(O)=C2/C(=O)C(=O)N(CCOC)C2c2ccncc2)c1 (centres undefined),9.5
O=C(C1CCCN(Cc2ccc(Br)cc2)C1)N1CCCCC1 (centres undefined),8.9
O=C(Cc1ccc(Cl)cc1)N1CCN(c2ccc([N+](=O)[O-])cc2Cl)CC1,-8.2
O=C(O)C1C2C=CC(C2)C1C(=O)NCc1ccco1 (centres undefined),-5.8
Cc1ccc2c(c1)c(=O)c1ccccc1n2CC(=O)Nc1cc(Oc2ccccc2)cc([N+](=O)[O-])c1,-2.3
SMILES,14-3-3g Raf
Cc1ccc(Cl)cc1N1CCN(C(=O)Cn2c(=O)oc3cc(Cl)ccc32)CC1,-8.6
O=C(Cn1c(=O)n(Cc2cccs2)c(=O)c2cc(Cl)ccc21)c1cccc(C(F)(F)F)c1,-12.9
CCN(CC)CCCN1C(=O)C(O)=C(C(=O)c2cccs2)C1c1ccccn1 (centres undefined),-1.3
Nc1cccc(-c2nnc(-c3cccc(N)c3)o2)c1,2.2
O=C(Cn1cnc2ccccc2c1=O)c1ccc2c(c1)OCCO2,-13.6
CCOC(=O)c1c(C)c(-c2ccccc2)n(CC(=O)N2CCCC2)c1C,-14.6
CCOc1ccc(-n2c(C)nc3cc(C(=O)NCc4ccc(F)cc4)ccc32)cc1,-20.9
N#CC1=C(N)C(C#N)(C#N)[C@H](c2ccoc2)[C@H]2CN(Cc3ccccc3)CC=C12,-26.5
N#CC1=C2SCN(Cc3ccccc3)CN2C(=O)CC1c1ccccc1F (centres undefined),2.4
Cc1cc(-c2ccccc2)o[n+]1C,-18.0
C=CCOc1ccc(/C(O)=C2\C(=O)C(=O)N(CCN(C)C)C2c2cccs2)cc1 (centres undefined),7.2
CCN(CC(=O)N1CCCCCC1)S(=O)(=O)c1ccc(Cl)cc1,-0.2
CCCn1c(=O)c2c(c3ccccc31)OC(C)C(=O)N2 (centres undefined),1.2&6.8
O=C(O)Cn1cccc1C(=O)c1ccccc1,-3.0
O=c1[nH]ncc2ccccc12,8.1
CCCNC(=O)Cn1cnc2sc(C(=O)NC3CCCC(C)C3C)c(C)c2c1=O (centres undefined),-6.9
COc1ccc(C2CC(=O)C3=C(C2)Nc2ccccc2NC3c2ccc(OCc3ccccc3)cc2)cc1 (centres undefined),3.3
Cc1oc2ccc(OCC(=O)OC(C)(C)C)cc2c1C(=O)OC(C)C,1.9
CCCC(=O)N1c2ccccc2NC2=C(C(=O)CCC2)C1c1ccc(SC)cc1 (centres undefined),-9.4
NC(=O)c1c(Nc2ccc3c(c2)OCO3)sc(C(=O)c2ccc(Cl)cc2)c1N,-48.2
CCOc1ccc(CCNc2nc3c(c(=O)n(C)c(=O)n3C)n2CC)cc1OCC,-4.1
Cc1ccc(N2CC(C(=O)Nc3cccc(F)c3)CC2=O)cc1 (centres undefined),5.5
CCOCCOC(=O)C1=C(C)NC(=O)NC1c1cccc([N+](=O)[O-])c1 (centres undefined),6.0
Cc1ccc(OC(=O)c2cc3cc(Br)ccc3oc2=O)cc1C,-3.0
CC(=O)Nc1cc(C(=O)O)ccc1S(=O)(=O)c1ccc(Cl)cc1,1.9
SMILES,14-3-3g Raf
CCc1ccc(CN2CCN(S(=O)(=O)c3ccc(C)cc3)CC2)cc1,-3.5
COc1ccc(NC(=O)c2sc3nc4c(cc3c2N)C(=O)CCC4)cc1,-13.5
CC(=O)N1CCc2cc(S(=O)(=O)Nc3c(C)cc(C)cc3C)ccc21,4.2
COc1cccc(NC(=O)Cc2nnc(SCC(=O)c3ccccc3)n2C)c1,-2.5
Clc1cccc(OCCOc2cccc3ccccc23)c1,-3.4
CCC(C)NC(=O)c1nn2c(c1Cl)NC(c1ccc(C)cc1)CC2C(F)(F)F (centres undefined),15.3
O=C(CCCC1=NS(=O)(=O)c2ccccc2N1)NCCc1ccc(Cl)cc1,-7.2
C#CCOc1c(Br)cc(C2C(C(=O)OC)=C(C)NC3=C2C(=O)c2ccccc23)cc1OCC (centres undefined),-48.1
CCOC(=O)c1c(NC(=O)c2ccccc2Cl)sc2c1CCCC2,-6.6
CN1CCN(S(=O)(=O)c2ccc3[nH]cc(C(=O)O)c(=O)c3c2)CC1,-9.3&-3.1
Cn1c(Cc2cccs2)nnc1SC/C=C/c1ccccc1,4.7
Cc1ccc(/C(O)=C2\C(=O)C(=O)N(CCN3CCOCC3)C2c2cccnc2)cc1 (centres undefined),-4.1
CCOC(=O)c1nnn(-c2nonc2N)c1-c1ccc(OC)cc1,-1.1
Cc1ccnc(SCCn2c(N3CCN(C)CC3)nc3c2c(=O)[nH]c(=O)n3C)n1,3.9
CCCCCC(=O)N1c2ccccc2NC2=C(C(=O)CC(c3ccc(F)cc3)C2)C1c1ccc(C(=O)OC)cc1 (centres undefined),4.6
COc1ccc(N(C)S(=O)(=O)c2cccc3cccnc23)c(OC)c1,-2.7&-6.5
COc1ccc(N=CC2=C(O)CC(C)(C)CC2=O)cc1,-18.4
Cc1sc(NC(=O)c2cc(=O)c3ccccc3o2)nc1-c1ccccc1,0.6
O=C(NCCCN1CCOCC1)c1cc(-c2cccs2)nc2ccccc12,0.1
N#CC1=C(N)OC(c2ccccc2)=C(C#N)C1c1ccc2c(c1)OCO2 (centres undefined),-4.9
CC(C)c1ccc(NC(=O)c2cc(-c3cccs3)nc3ccccc23)cc1,-4.1
CCOC(=O)C1=C(N)N(c2ccc(OC)cc2)C2=C(C(=O)CC(C)(C)C2)C1c1cc(Br)cs1 (centres undefined),-3.4
O=C(Nc1cc(C(F)(F)F)ccc1Cl)c1cc(-c2ccco2)on1,-95.3
O=C(/C=N/O)NCCCN1CCOCC1,-6.2
O=C(O)C1CC(=O)N(Cc2ccccc2)C(=Nc2ccc(OC(F)(F)Cl)cc2)S1 (centres undefined),-0.1
CCSc1c(C(N)=O)ccc2c1C(=O)c1ccccc1C2=O,-41.7

# Screening results (PubChem BioAssay)
